M1 PAM – human M1 muscarinic receptor positive allosteric modulators, primary screen, CHO-K1 cells, Fluo-8 calcium fluorescence, 1536-well; CHO-K1 hM1, ACh EC20; 0% = ACh EC20, 100% = maximal ACh; activation, % at 3 µM; 0.088% of 360,000 active; in the data active = activation above about 19%, passing the limit was not always enough
Target sequence (P11229 whole entry, looked up): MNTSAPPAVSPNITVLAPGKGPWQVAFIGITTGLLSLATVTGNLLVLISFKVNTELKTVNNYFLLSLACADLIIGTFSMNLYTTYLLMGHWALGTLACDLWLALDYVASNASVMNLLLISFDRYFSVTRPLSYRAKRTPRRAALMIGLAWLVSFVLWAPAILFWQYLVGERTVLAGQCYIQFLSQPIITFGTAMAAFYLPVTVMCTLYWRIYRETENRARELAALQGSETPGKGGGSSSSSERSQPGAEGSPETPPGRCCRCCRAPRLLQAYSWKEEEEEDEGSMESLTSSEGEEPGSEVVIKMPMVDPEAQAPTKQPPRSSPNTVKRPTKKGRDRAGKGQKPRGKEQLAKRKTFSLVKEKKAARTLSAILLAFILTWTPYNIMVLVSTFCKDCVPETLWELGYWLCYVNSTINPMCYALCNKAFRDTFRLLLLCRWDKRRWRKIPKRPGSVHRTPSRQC
CHO parental Ca – ATP-evoked calcium signal inhibitors, parental CHO, primary screen, counter-screen for OX1R antagonist project, cell-based, fluorescence, Fluo-8 calcium dye | parental CHO-K1, ATP-induced calcium, Fluo-8 fluorescence | inhibition, % at 5.6 µM | 0.63% of 330,000 active | AID 463079, 2010;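 active = inhibition above that plate's mean sample inhibition plus 3 SD, cut at about 26% in these data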;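 note: 0% = ATP-challenged DMSO wells and 100% = DMSO wells without ATP; some compounds past the cut are filed as inactive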
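material = parental CHO cells | also added = ATP as calcium-mobilizing challenge | dosing = single point at 5.6 µM | detection = intracellular calcium via Fluo-8 no-wash fluorescent dye | read-out = % inhibition | benchmarks = low control ATP plus DMSO, high control DMSO only | repeats = one well per compound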
CHRM4 antagonist – human M4 muscarinic receptor antagonists, primary screen, CHO cells, Fluo-8 calcium fluorescence | Muscarinic acetylcholine receptor M4 (Homo sapiens), P08173 | CHO-hM4 cells, ACh EC80 | inhibition, % at 3 µM | 0.73% of 360,000 active;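 active = inhibition above its plate's cutoff, the mean inhibition of sample wells plus 3 SD, cut at about 27% in these data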;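 note: 0% = acetylcholine EC80 with DMSO and 100% = DMSO without agonist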
Target sequence (P08173 whole entry, looked up): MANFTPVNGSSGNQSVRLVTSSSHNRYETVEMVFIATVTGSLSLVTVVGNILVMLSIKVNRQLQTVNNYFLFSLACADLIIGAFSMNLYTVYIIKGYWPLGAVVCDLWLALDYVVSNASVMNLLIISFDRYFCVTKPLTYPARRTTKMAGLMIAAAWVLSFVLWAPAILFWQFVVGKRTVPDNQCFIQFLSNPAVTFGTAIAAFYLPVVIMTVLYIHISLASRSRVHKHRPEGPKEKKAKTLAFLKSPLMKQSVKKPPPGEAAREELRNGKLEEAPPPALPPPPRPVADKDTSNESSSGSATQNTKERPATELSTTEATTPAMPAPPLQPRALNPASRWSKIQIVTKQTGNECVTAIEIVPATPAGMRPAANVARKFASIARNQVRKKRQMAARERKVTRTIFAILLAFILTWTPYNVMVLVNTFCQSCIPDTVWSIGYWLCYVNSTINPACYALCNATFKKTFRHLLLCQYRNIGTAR
CHRM1 agonist – human M1 muscarinic receptor agonists, primary screen, Fluo-8 calcium fluorescence, CHO-K1 cells, HTS. Muscarinic acetylcholine receptor M1 (Homo sapiens), P11229. CHO-K1 hM1, agonist mode; 0% DMSO, 100% acetylcholine EC100. activation, % at 3 µM. 0.33% of 360,000 active;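 active = activation above the run's mean compound activation plus 3 SD, cut at about 16% in these data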;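 note: peak over basal fluorescence ratio within a 140 s kinetic read after compound addition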
OXTR potentiate – human OXTR potentiators, primary screen, fluorescence, CHO-OTR cells, Fluo-8 calcium; Oxytocin receptor (Homo sapiens), P30559; Fluo-8 calcium fluorescence, potentiator mode; 0% = oxytocin EC15, 100% = EC100; activation, % at 3 µM; 0.061% of 320,000 active;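 active = activation above that plate's cutoff, the mean activation of tested compounds plus 3 SD, cut at about 6.6% in these data, passing the limit was not always enough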;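 note: 100% uses oxytocin at 75 nM as the full agonist control; some results filed as inactive read as strong as hits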
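Material: CHO-OTR cells, human receptor; compound dosing: single dose, 3.0 µM nominal final compound concentration; schedule: 6 min compound pre-incubation at room temperature, 100 s kinetic read; measured by: kinetic Fluo-8 calcium fluorescence; read-out basis: % activation vs EC15 and EC100 oxytocin; controls: EC15 oxytocin alone as 0%, 75 nM oxytocin as 100%; replicates: singlicate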
CHO-K1 Ca antag – nonselective inhibitor or artifact in parental CHO-K1 cells | inhibition, % at 3 µM | 0.6% of 360,000 active | ATP-induced calcium, Fluo-8 fluorescence;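 active = inhibition above a per-plate cutoff, the plate's mean sample inhibition plus 3 SD, cut at about 24% in these data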;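 note: 0% = DMSO plus EC80 ATP and 100% = DMSO alone without ATP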
CHRM4 agonist – human M4 muscarinic receptor agonists, primary screen, CHO-K1 cells, Fluo-8 calcium fluorescence; Muscarinic acetylcholine receptor M4 (Homo sapiens), P08173; CHO-K1 hM4/Gqi5; vehicle 0%, full acetylcholine response 100%; activation, % at 3 µM; 0.14% of 360,000 active;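 active = activation above the run mean over all test wells plus 3 SD, cut at about 32% in these data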;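 note: peak over basal fluorescence ratio per well then scaled between controls; 0% = DMSO wells and 100% = acetylcholine at EC100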
M1 antag – human M1 muscarinic receptor antagonists, primary screen, CHO-K1 cells, Fluo-8 calcium fluorescence, 1536-well; CHO-K1 hM1, ACh EC80 antagonist; inhibition, % at 3 µM; 1.3% of 360,000 active;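 active = percent inhibition above its own plate's cutoff, namely the mean of that plate's compound wells plus 3 SD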;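 note: peak over basal fluorescence ratio during 140 s after agonist addition; 0% = ACh EC80 plus DMSO and 100% = DMSO alone without agonist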
CHO-K1 Ca ag – counter-screen for M1 agonists: effect in parental CHO-K1 cells; activation, % at 3 µM; Fluo-8 calcium fluorescence; scaled to maximal ATP response, vehicle zero; 0.48% of 360,000 active; in the data active = activation above about 15%;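 note: untransfected CHO-K1 host cells lacking M1 receptor as counterscreen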
* = called active by the depositor; / = not tested or not shown.

The first two records as a preview:
1: O=C(O)CCn1ccc2cc(S(=O)(=O)N3CCCCCC3)ccc21
2: O=C(Cc1n[nH]c(=O)c2ccccc12)Nc1cccc(S(=O)(=O)N2CCCC2)c1

assay / entry	1	2
M1 PAM	9	5
CHO parental Ca	-14	6
CHRM4 antagonist	-4	-5
CHRM1 agonist	1	-8
OXTR potentiate	-7	0
CHO-K1 Ca antag	-5	-23
CHRM4 agonist	0	0
M1 antag	-8	-24
CHO-K1 Ca ag	-0.5	1.0

Main list, from the first entry:
1: O=C(O)CCn1ccc2cc(S(=O)(=O)N3CCCCCC3)ccc21
2: O=C(Cc1n[nH]c(=O)c2ccccc12)Nc1cccc(S(=O)(=O)N2CCCC2)c1
3: COc1ccc(/C=N/NC(=O)CCCC(=O)NC2CCCCC2)cc1
4: COc1ccc(N(C(=O)CNC(=O)c2ccco2)C(C(=O)NCC2CCCO2)c2ccccc2)cc1OC (stereo unspecified)
5: O=C(Nc1ccc2c(c1)OCO2)c1cc(C2CCCN(C(=O)CCCc3ccccc3)C2)on1 (stereo unspecified)
6: COc1ccc(-n2nc3c(N4CCC(C(=O)NCc5ccccc5C)CC4)nnc(C)c3c2C)cc1
7: CCN(CC(=O)Nc1c(F)cccc1F)C(=O)c1ccc(=O)[nH]c1
8: Nc1sc2c([n+]1CCCS(=O)(=O)[O-])CCCC2

assay / entry	1	2	3	4	5	6	7	8
M1 PAM	9	5	3	2	-14	-26	8	8
CHO parental Ca	-14	6	-13	-5	/	-24	/	-5
CHRM4 antagonist	-4	-5	3	-2	-11	-2	4	-18
CHRM1 agonist	1	-8	1	-2	-2	-14	0	-5
OXTR potentiate	-7	0	-10	-4	/	-13	/	1
CHO-K1 Ca antag	-5	-23	17	13	-16	-8	10	-4
CHRM4 agonist	0	0	0	0	13	0	0	2
M1 antag	-8	-24	4	2	11	13	-14	-4
CHO-K1 Ca ag	-0.5	1.0	0.1	-0.4	7.7	-1.3	0.5	0.7

9: O=C(CCn1nc(-c2ccccc2)c2ccccc2c1=O)Nc1cccnc1
10: O=C(Nc1cccc2c1N(C(=O)c1ccco1)CCC2)c1ccco1
11: O=C(Nc1ccccc1Cl)c1cc(C2CCCN(C(=O)c3ccc4c(c3)CCO4)C2)on1 (stereo unspecified)
12: CCN(CC)C(=O)c1c(NC(=O)c2ccccc2)sc(C)c1C
13: CCCNC(=O)c1ccccc1NC(=O)c1ccc(CSc2ccccc2)cc1
14: CCOc1ccc(NC(=O)C2CCN(C(=O)N3CCOc4ccccc43)CC2)cc1
15: O=C(COc1cccc(F)c1)NNC(=O)c1cccc(-n2cccc2)c1
16: CCc1nnc(NC(=O)Cc2sc(C)nc2-c2ccc(C)cc2)s1

assay / entry	9	10	11	12	13	14	15	16
M1 PAM	-2	3	-5	-2	3	-5	2	16
CHO parental Ca	-20	-3	/	-17	13	-7	-13	1
CHRM4 antagonist	5	9	-7	7	9	-10	1	-4
CHRM1 agonist	-6	0	-3	-2	3	-2	-1	4
OXTR potentiate	-4	-7	/	-6	-8	-6	-5	-1
CHO-K1 Ca antag	3	-3	-8	-5	-9	-5	6	-4
CHRM4 agonist	2	1	6	0	0	12	1	0
M1 antag	3	-11	-6	7	-12	-6	4	-9
CHO-K1 Ca ag	0.6	0.1	1.2	0.9	1.6	4.8	2.8	1.1

17: CC(C)C(NC(=O)OC(C)(C)C)C(=O)NC(CCC(=O)OCc1ccccc1)C(N)=O (stereo unspecified)
18: Cc1cc(=O)nc2c3ccccc3n(C(C)C(=O)Nc3cc(F)ccc3F)n12 (stereo unspecified)
19: CCOc1ccc(NC(=O)CS(=O)(=O)c2cn(CC)c3ccccc23)cc1
20: COC(=O)c1ccc(NC(=O)N2CCOCC2)cc1
21: Cc1ccc(-n2c(SCC(=O)NCc3ccco3)nnc2-c2cccnc2)cc1
22: CC1Cc2cc(S(=O)(=O)N3CCCCC3C)ccc2N1C(=O)C1CCC1 (stereo unspecified)
23: CCC(=O)Nc1ccc(N2CCCCC2)c(C(=O)Nc2ccc(OC)cc2)c1
24: Cc1ccc(C(=O)COC(=O)CCC(=O)NC2CCCCC2)cc1[N+](=O)[O-]

assay / entry	17	18	19	20	21	22	23	24
M1 PAM	6	-4	2	5	0	-2	-4	9
CHO parental Ca	-2	-28	-16	1	2	3	-36	-13
CHRM4 antagonist	-22	-6	-26	-2	0	-1	0	-3
CHRM1 agonist	-5	7	-5	-4	-2	-1	-1	-7
OXTR potentiate	-9	-5	-2	-17	-14	-16	-9	4
CHO-K1 Ca antag	-17	-17	3	-4	-10	0	-18	-5
CHRM4 agonist	1	1	9	0	0	9	0	3
M1 antag	-11	-8	-14	-9	3	-2	-1	-11
CHO-K1 Ca ag	0.7	3.0	1.9	0.3	0.7	3.5	0.0	1.4

25: O=C(CC1C(=O)NCCN1Cc1cccc(C(F)(F)F)c1)NC1CCCCCC1 (stereo unspecified)
26: Cc1nn(C)c(=O)n1-c1ccc(OCc2ccccc2)cc1
27: CC(=O)N/C(=C\c1ccccc1)C(=O)N1CCOCC1
28: COc1cc2ccccc2cc1C(=O)NC(=S)Nc1ccc(C(=O)O)cc1
29: CC(C)Oc1ccc2c3c(c(=O)oc2c1)CCC3
30: O=C(c1ccccc1)N1CCCCC1
31: CC1CN(CC(O)c2ccc(Br)cc2)CCO1 (stereo unspecified)
32: CCCCCCCCN1C(=O)[C@H](CC(=O)NCCCCc2ccccc2)C[C@@]2(C(=O)OC)CCCCC=C12

assay / entry	25	26	27	28	29	30	31	32
M1 PAM	-5	-5	12	6	6	2	9	/
CHO parental Ca	-19	2	10	6	-11	/	/	/
CHRM4 antagonist	-3	10	-4	0	-3	-24	5	-16
CHRM1 agonist	-2	-5	-2	-3	-2	-2	-9	/
OXTR potentiate	-12	-5	-3	-2	-2	/	/	/
CHO-K1 Ca antag	-12	-3	5	-1	-2	-6	-5	-15
CHRM4 agonist	1	1	1	1	0	1	0	0
M1 antag	-2	2	-8	-7	-7	-8	-4	/
CHO-K1 Ca ag	0.9	0.7	-0.1	1.6	0.4	-0.1	0.5	-0.3

33: C=CCn1c(SCc2c(C)noc2C)nc2sc(C)c(C)c2c1=O
34: CC(C)c1cccc(-c2csc(C(C)(O)c3ccncc3)n2)c1 (stereo unspecified)
35: Cc1ccc2c(CN3CCCCC3)cc(=O)oc2c1
36: Cc1ccc(CNC(=O)c2ccc(NC3=NC4CS(=O)(=O)CC4S3)cc2)cc1 (stereo unspecified)
37: COC(=O)c1ccc(NC(=O)C2CCCN2C(=O)Nc2cccc(C(C)=O)c2)cc1 (stereo unspecified)
38: O=C(O)c1ccccc1NC(=S)NC(=O)c1cccc2ccccc12
39: Cc1ccc2c(c1)N(CC(=O)NCCCN1CC(C)CC(C)C1)C(=O)c1cccnc1O2 (stereo unspecified)
40: O=C(COC(=O)C1CC1)NCCc1ccccc1

assay / entry	33	34	35	36	37	38	39	40
M1 PAM	-10	-10	8	3	-1	9	-17	0
CHO parental Ca	-44	/	-12	4	/	-7	-12	-8
CHRM4 antagonist	-16	11	-2	1	4	6	-4	6
CHRM1 agonist	-8	-3	-5	1	-5	-3	-14	-3
OXTR potentiate	-4	/	-4	1	/	4	-4	1
CHO-K1 Ca antag	-11	8	-14	11	-10	-6	7	-20
CHRM4 agonist	14	4	1	12	0	-1	1	2
M1 antag	-1	26	-1	-7	2	-3	7	-5
CHO-K1 Ca ag	-0.1	6.4	1.3	2.8	0.7	0.2	-0.5	0.4

41: Cc1c(NC(=S)NC(=O)C(C)(C)C)cccc1[N+](=O)[O-]
42: CN1C(=O)/C(=C2\SC(N)=NC2=O)c2ccccc21
43: CCN1CCc2c(OCc3ccc(C)cc3)cccc2C1=O
44: COC(=O)c1ccc(CN2CCN(C3CCCC3)C(CCO)C2)cc1 (stereo unspecified)
45: Cc1ccc(-n2c(C)nnc2SCC(=O)NNC(=O)c2ccco2)cc1
46: O=C(c1ccccc1)C(C(=O)N1CCCCC1)n1ccccc1=O (stereo unspecified)
47: COc1ccc(C(=O)n2c(C)c(CCO)c(=O)n2C)cc1
48: O=C(Nc1ccnn1C1CCN(Cc2cccc(OCCO)c2)CC1)C1CC1

assay / entry	41	42	43	44	45	46	47	48
M1 PAM	7	0	5	-32	3	9	14	-7
CHO parental Ca	-10	-8	-27	-10	-5	-13	1	-11
CHRM4 antagonist	9	0	11	77*	-3	6	2	15
CHRM1 agonist	-6	-3	-2	-14	-2	-3	-7	-2
OXTR potentiate	-5	-5	-4	-5	-21	-12	0	-1
CHO-K1 Ca antag	-11	-12	-16	-4	-2	-20	-14	8
CHRM4 agonist	2	0	0	1	1	1	1	0
M1 antag	-10	-15	-5	92*	2	-18	-8	26
CHO-K1 Ca ag	2.2	0.2	-0.3	0.5	9.1	4.5	1.3	0.0

Compound profiles, as listed above. Order of screens: M1 PAM, CHO parental Ca, CHRM4 antagonist, CHRM1 agonist, OXTR potentiate, CHO-K1 Ca antag, CHRM4 agonist, M1 antag, CHO-K1 Ca ag
O=C(Nc1ccccc1Cl)c1cc(C2CCCN(C(=O)c3ccc4c(c3)CCO4)C2)on1 (stereo unspecified) is listed with -5, /, -7, -3, /, -8, 6, -6, 1.2
COc1cc2ccccc2cc1C(=O)NC(=S)Nc1ccc(C(=O)O)cc1 is listed with 6, 6, 0, -3, -2, -1, 1, -7, 1.6
Cc1c(NC(=S)NC(=O)C(C)(C)C)cccc1[N+](=O)[O-] is listed with 7, -10, 9, -6, -5, -11, 2, -10, 2.2
Cc1cc(=O)nc2c3ccccc3n(C(C)C(=O)Nc3cc(F)ccc3F)n12 (stereo unspecified) is listed with -4, -28, -6, 7, -5, -17, 1, -8, 3.0

Next section.
49: C=CCc1ccc(OC(=O)NC2CCCCC2)c(OC)c1
50: CC(C)CC(NC(=O)c1ccccc1)C(=O)OCC(=O)Nc1ccc(S(N)(=O)=O)cc1 (stereo unspecified)
51: O=C(Cn1[nH]c(=O)c2ccccc2c1=O)Nc1ccc2c(c1)CCC2
52: Cc1nc(-c2cccs2)sc1C(=O)O
53: CN(CC(=O)Nc1ccc(Cl)c(C(F)(F)F)c1)C(=O)/C=C/c1cccs1
54: COc1cc(OC)cc(-c2noc(-c3csc([C@H]4C[C@H](O)[C@@H](CO)O4)n3)n2)c1
55: Cc1ccccc1NC(=O)Cc1nc(COC(=O)c2cccc(O)c2)cs1

assay / entry	49	50	51	52	53	54	55
M1 PAM	10	7	6	1	1	0	-2
CHO parental Ca	-9	-5	-34	-7	-10	/	-27
CHRM4 antagonist	-4	0	5	7	2	2	-1
CHRM1 agonist	-4	-7	-4	-1	-2	-2	0
OXTR potentiate	-15	-2	-14	1	-10	/	-4
CHO-K1 Ca antag	-7	-6	-9	-17	3	-17	-9
CHRM4 agonist	8	2	1	1	6	3	8
M1 antag	-14	7	1	-22	9	-10	-1
CHO-K1 Ca ag	4.6	0.9	1.0	0.9	0.2	2.1	2.6

Screening results as filed in PubChem.

This is a random part of the collection; about 2.9% have a hit in one of these screens.
